TNAP inh hi DEA = inhibitors of human TNAP at high phosphate acceptor concentration; P05186; inhibition, % at 20 µM; 200,000 compounds, 0.03% hits; purified TNAP, CDP-star luminescence, 1 M DEA;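 active = over 50% inhibition of tissue-nonspecific alkaline phosphatase at 20 µM in the single-dose screen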;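 note: plate controls were DMSO wells for no effect and EDTA-quenched wells as full inhibition for full effect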
FLuc stim CS = firefly luciferase counter-screen for stimulation assays. P08659. ATPlite luciferase biochemical, luminescence, 10 min; 0 = ATP-free wells, 1 = DMSO control. 200,000 tested, under 10 active. activation factor at 10 µM;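 active = luciferase activation factor, scaled between plate controls, of at least 2 with compound at 10 µM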
Target sequence (P08659 whole entry, looked up): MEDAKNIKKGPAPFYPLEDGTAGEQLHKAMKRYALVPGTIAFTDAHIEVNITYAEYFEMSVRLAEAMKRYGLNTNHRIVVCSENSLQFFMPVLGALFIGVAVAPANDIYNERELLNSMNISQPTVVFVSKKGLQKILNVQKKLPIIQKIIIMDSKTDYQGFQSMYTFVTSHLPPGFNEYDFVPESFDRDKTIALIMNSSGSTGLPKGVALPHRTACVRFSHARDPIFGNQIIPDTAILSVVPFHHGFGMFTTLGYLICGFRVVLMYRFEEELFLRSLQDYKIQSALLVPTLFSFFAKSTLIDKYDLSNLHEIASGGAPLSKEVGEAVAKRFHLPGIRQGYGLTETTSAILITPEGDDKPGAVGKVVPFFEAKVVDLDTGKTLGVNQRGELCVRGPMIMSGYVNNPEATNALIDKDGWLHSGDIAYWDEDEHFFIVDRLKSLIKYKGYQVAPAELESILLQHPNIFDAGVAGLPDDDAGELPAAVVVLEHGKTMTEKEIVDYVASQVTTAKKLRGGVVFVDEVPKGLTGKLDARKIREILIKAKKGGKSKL
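assay system = Luciferase/luciferin detection reagent, cell-free biochemical luciferase assay | also added = ATP substrate | times = 10 min post-reagent at room temperature | measured by = luminescence from luciferase reaction | measure = luciferase activation, seen as luminescence increase over controls | benchmarks = low control with PBS replacing ATP, high control enzyme plus ATP without compound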
PMI act = phosphomannose isomerase (human) activation. P34949. purified human PMI, coupled resazurin fluorescence, 20 min; hits give high values; 1 = vehicle control, 0 substrate-free wells. activation factor at 20 µM. 190,000 compounds, 0.005% hits. AID 1214;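 active = activation factor of 2 or more at 20 µM, relative to plate controls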
Target sequence (P34949 whole entry, looked up): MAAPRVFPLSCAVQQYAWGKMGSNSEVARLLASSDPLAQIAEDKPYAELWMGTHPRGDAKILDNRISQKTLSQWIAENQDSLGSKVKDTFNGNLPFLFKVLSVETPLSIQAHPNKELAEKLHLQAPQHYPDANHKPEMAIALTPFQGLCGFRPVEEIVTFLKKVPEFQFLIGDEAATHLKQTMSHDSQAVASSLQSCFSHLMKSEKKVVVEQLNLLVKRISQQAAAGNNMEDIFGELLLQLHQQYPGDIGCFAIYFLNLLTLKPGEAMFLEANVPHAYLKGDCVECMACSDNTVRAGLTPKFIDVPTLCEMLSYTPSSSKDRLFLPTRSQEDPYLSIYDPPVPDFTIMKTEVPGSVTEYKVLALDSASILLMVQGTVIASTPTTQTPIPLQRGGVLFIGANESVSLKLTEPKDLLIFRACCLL
HMGR II inh = E. faecalis class II HMG-CoA reductase inhibition. purified E. faecalis HMGR, NADPH absorbance 340 nm kinetic. inhibition, % at 10 µM. 190,000 compounds, 0.41% hits. AID 1066;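 active = inhibition above a set limit, the median over all tested compounds plus 3 SD, cut at about 9.5% in these data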;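 note: enzyme runs in reverse so mevalonate oxidation gives rising NADPH absorbance; 0% = complete reaction with DMSO and 100% = background rate lacking mevalonate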
Diaphorase inh = counter-screen for diaphorase-based assays: diaphorase inhibitors and chemical oxidizers; AID 1217; inhibition, % at 20 µM; 190,000 compounds, 0.69% hits; diaphorase resazurin-to-resorufin fluorescence, NADH, 16 min; bacterial (C. kluyveri) enzyme, not human;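 active = primary screen inhibition at 20 µM above a set limit, cut at about 50% in these data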;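 note: plate controls were DMSO with full reaction for no effect and wells lacking NADH for full effect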
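Assay system – diaphorase enzyme from Clostridium kluyveri · Amount – diaphorase 0.14 U/mL (working solution) · Times – reaction incubation of 16 min at room temperature · Controls – No-NADH positive control and DMSO neutral control · Signal – resorufin fluorescence 544/590 nm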
TNAP act hi DEA = increases human TNAP activity under high phosphate acceptor concentration. P05186. purified TNAP, CDP-star luminescence, 1 M DEA, 30 min; hits give high values; 0 = EDTA background, 1 = DMSO-only activity. activation factor at 20 µM. 200,000 tested, under 10 active;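 active = activation factor at least 2 at 20 µM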
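Assay system: human TNAP; Input: enzyme diluted 1/800 final; Reagent: CDP-star luminogenic substrate at 100 µM final; Timing: 30 min, room temperature; Signal: luminescence; Evaluation: TNAP activation factor scaled between EDTA and DMSO control wells.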
TNAP inh no acc = blocks human TNAP activity with no phosphate acceptor present; inhibition, % at 20 µM; 200,000 compounds, 0.26% hits; purified TNAP, CDP-star luminescence, 30 min; P05186;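 active = tissue-nonspecific alkaline phosphatase inhibition above about 50% at 20 µM in the single-dose screen, limit read from the data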;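 note: 0% = DMSO negative control and 100% = EDTA positive control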
PMI act satM6P = PMI (human) activation, high substrate. P34949. coupled PMI enzyme assay, resazurin fluorescence, 20 min; hits give high values; 1 = untreated enzyme, 0 = substrate-free blank. activation factor at 20 µM. 190,000 compounds, 0.34% hits;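 active = activation factor of 2 or more at 20 µM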
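Test system – human PMI in coupled enzyme assay · Timing – 20 min incubation at room temperature · Detection – Diaphorase-driven resazurin-to-resorufin fluorescence, excitation 544, emission 590 nm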
G6PDH CS = counter-screen for G6PDH assay hits: L. mesenteroides G6PDH inhibition; Purified L. mesenteroides G6PDH, diaphorase/resazurin coupled fluorescence, 45 min; inhibition, % at 5 µM; 200,000 compounds, 0.12% hits; AID 1020; in the data active = inhibition above about 50%
Diaph act CS = counter-screen for diaphorase-based assays: diaphorase activators and chemical reducers; 190,000 compounds, 0.005% hits; Diaphorase/resazurin coupled assay, resorufin fluorescence, 16 min; hits give high values; 1 = vehicle wells, 0 = NADH-free wells; activation factor at 20 µM;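 active = diaphorase activity raised at least twofold by the compound at 20 µM; inactive = activation factor below 2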
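Material: purified diaphorase enzyme from Clostridium kluyveri; Also added: 0.114 mM NADH and 0.1 mM resazurin, final amounts; Doses: single compound dose of 20 µM, 1% DMSO final; Times: 16 min enzyme reaction, ambient temperature; Detection: resorufin fluorescence, excitation 544 nm, emission 590 nm; Measure: increased resorufin signal from activators or reducing compounds.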
* = called active by the depositor; . = no result given.

compound	TNAP inh hi DEA	FLuc stim CS	PMI act	HMGR II inh	Diaphorase inh	TNAP act hi DEA	TNAP inh no acc	PMI act satM6P	G6PDH CS	Diaph act CS
Cn1c(=O)c(C(=O)c2ccccc2)nc2ccccc21	-9	1.1	1.1	2	7	1.1	-1	1	16	0.9
CCOC(=O)/C(=N\Nc1cc(Cl)ccc1Cl)N1CCOCC1	-4	1	1.2	-1	-13	1	-4	1.1	6	1.1
O=C1c2cccnc2C(O)N1Cc1cccs1 (stereo unspecified)	2	1	0.9	2	7	1	-3	0.9	10	0.9
COc1ccc(OC)c(N(CC(N)=O)S(=O)(=O)c2ccc(OC)c(OC)c2)c1	-3	1	1	-7	9	1	-14	1	-7	0.9
CCCNC(=O)c1[nH]c(C)c(C(=O)OCC)c1C	-7	1.1	0.9	-4	15	1.1	-12	1	-9	0.8
CC(C)c1nc(Cl)c(C#N)c2c1CCCC2	-5	1.1	0.9	1	6	1.1	-2	1	-15	0.9
Cc1cccc(C)c1N1CCN(C(=O)Cn2cncn2)CC1	3	1	1.4	-2	4	1	-2	1.3	4	1
CC(=O)Nc1cc(NC(=O)C2C3C=CC(C3)C2C(=O)O)ccc1Cl (stereo unspecified)	-3	1.1	1.1	-2	11	1	-8	1	2	0.9

Additional structures:
compound	TNAP inh hi DEA	FLuc stim CS	PMI act	HMGR II inh	Diaphorase inh	TNAP act hi DEA	TNAP inh no acc	PMI act satM6P	G6PDH CS	Diaph act CS
O=C(NC1CCCCCCC1)c1c(O)c2ccccc2[nH]c1=O	-3	0.8	1	-4	-13	1	-2	1.1	11	1.1
O=C(O)c1ccc(Nc2nc3c(s2)CCCC3)cc1	-7	0.8	1	-1	9	1.1	-12	0.9	5	0.9
COc1ccc(S(=O)(=O)Nc2ccc(N3CCOCC3)cc2)cc1[N+](=O)[O-]	0	1	0.9	-2	14	1	-15	0.9	-2	0.9
CCOC(=O)C1Cn2c(nc3c(c2=O)C(C)(C)Cc2ccccc2-3)S1 (stereo unspecified)	-5	1	1	0	5	1	-6	1.1	0	1
CN1CC(c2ccccc2)C2(COc3ccccc3C2=O)C12C(=O)Nc1ccccc12 (stereo unspecified)	1	1	0.8	-3	14	1	-1	0.8	8	0.9
Cc1cc2c(c(=O)n1Cc1ccccn1)C(c1ccc3c(c1)OCO3)C(C#N)=C(N)O2 (stereo unspecified)	0	1	0.9	-7	7	1	-5	1	-1	0.9
O=C(NCc1ccco1)c1cc(S(=O)(=O)N2CCCc3ccccc32)ccc1Cl	-4	1	0.9	-8	15	1	-6	0.9	-2	0.8
CCOC(=O)C1(CCc2ccccc2)CCN(C2Cc3ccccc3C2)CC1	0	1	1	-3	0	1	-4	1	9	1

The listing continues.
compound	TNAP inh hi DEA	FLuc stim CS	PMI act	HMGR II inh	Diaphorase inh	TNAP act hi DEA	TNAP inh no acc	PMI act satM6P	G6PDH CS	Diaph act CS
CCn1cc(C(=O)NCCc2ccccc2)c(=O)c2cc(F)c(N3CCN(C)CC3)cc21	-1	1	0.8	-6	8	1	-2	0.9	-12	0.9
Nc1ccc2nc(CCCCCCCCc3nc4ccc(N)cc4[nH]3)[nH]c2c1	-2	1.1	0.9	3	0	1	-54	0.6	15	1
CCc1nn2c(NCCOC)cc(C)nc2c1-c1ccc(F)cc1	2	1	0.9	-2	15	1	-4	0.8	7	0.8
O=C(COc1ccccc1)Nc1cccc2c1CCCC2	1	1	0.9	-1	5	1	-5	0.9	6	0.9
CCOC(=O)N1CCN(C(=O)C2CCN(Cc3cccc(OCc4ccccc4)c3)CC2)CC1	-4	1	1	-5	6	1	-4	1.1	1	0.9
COc1ccc([N+](=O)[O-])cc1NC(=O)CC(c1ccccc1)c1ccccc1	-5	1	0.9	-2	4	1.1	4	0.9	-1	1
CCO[C@H]1OC(C(=O)NC2CC2)=C[C@@H](c2coc3ccccc3c2=O)[C@@H]1CCCO	-7	1	0.9	0	20	1.1	-10	0.6	30	0.8
CCn1c(SCC(=O)Nc2cc(NC(C)=O)ccc2OC)nnc1-c1ccncc1	1	1	1	1	9	1	-8	1	2	0.9

Single records (already shown). Screens in order: TNAP inh hi DEA, FLuc stim CS, PMI act, HMGR II inh, Diaphorase inh, TNAP act hi DEA, TNAP inh no acc, PMI act satM6P, G6PDH CS, Diaph act CS
CCOC(=O)C1Cn2c(nc3c(c2=O)C(C)(C)Cc2ccccc2-3)S1 (stereo unspecified) reads -5, 1, 1, 0, 5, 1, -6, 1.1, 0, 1
O=C(NCc1ccco1)c1cc(S(=O)(=O)N2CCCc3ccccc32)ccc1Cl reads -4, 1, 0.9, -8, 15, 1, -6, 0.9, -2, 0.8
COc1ccc([N+](=O)[O-])cc1NC(=O)CC(c1ccccc1)c1ccccc1 reads -5, 1, 0.9, -2, 4, 1.1, 4, 0.9, -1, 1
Nc1ccc2nc(CCCCCCCCc3nc4ccc(N)cc4[nH]3)[nH]c2c1 reads -2, 1.1, 0.9, 3, 0, 1, -54, 0.6, 15, 1
CCCNC(=O)c1[nH]c(C)c(C(=O)OCC)c1C reads -7, 1.1, 0.9, -4, 15, 1.1, -12, 1, -9, 0.8

Remaining list, next part
compound	TNAP inh hi DEA	FLuc stim CS	PMI act	HMGR II inh	Diaphorase inh	TNAP act hi DEA	TNAP inh no acc	PMI act satM6P	G6PDH CS	Diaph act CS
CCOc1ccc(C(=O)CN2CCN(S(=O)(=O)c3ccc(F)cc3)CC2)cc1	1	1.1	1.2	-2	11	1	-3	1.3	5	0.9
COc1ccc2c(CC(=O)NCCN3C(=O)S/C(=C\c4cccnc4)C3=O)coc2c1	2	0.9	1.1	-2	18	1	5	0.9	5	0.8
CC1CCc2nc3ccccc3c(C(=O)OCC(=O)N3CCc4ccccc43)c2C1 (stereo unspecified)	1	0.9	0.9	-5	22	1	3	0.9	7	0.8
Cc1ccc(-c2nc(CS(=O)CC(=O)NCc3ccc(Cl)cc3)c(C)o2)cc1 (stereo unspecified)	-8	1.1	1	-2	0	1.1	1	1.1	8	1
Cc1nn(-c2ccccc2)c(Cl)c1C(=O)OC(C)C(=O)NC(=O)NC1CCCCC1 (stereo unspecified)	1	1	0.9	-1	11	1	1	0.9	8	0.9
CCCOc1ccc(C(C)=O)cc1CSc1nc(O)cc(=O)[nH]1	-8	1	0.9	-5	1	1.1	-16	1	10	1
CCOC(=O)c1c(C)[nH]c(C)c1C(=O)COC(=O)[C@@H]1CCCN1S(=O)(=O)c1ccc(Cl)cc1	-6	1	1	-3	20	1.1	-14	1.3	2	0.8
COc1ccc(CNC(=O)c2coc(=O)c3ccccc23)c(OC)c1	-6	1.1	1	0	7	1.1	-12	1	4	0.9

Later entries.
compound	TNAP inh hi DEA	FLuc stim CS	PMI act	HMGR II inh	Diaphorase inh	TNAP act hi DEA	TNAP inh no acc	PMI act satM6P	G6PDH CS	Diaph act CS
CCOc1cc2[nH]c(=S)n(Cc3ccc(C(=O)NCC(OC)OC)cc3)c(=O)c2cc1OCC	-2	1.1	1	-3	5	1	-12	1	3	1
C(=C\c1nnc(-c2cccs2)o1)/c1ccccc1	0	0.7	1	4	6	1	-9	1	2	0.9
COCCn1c(C)cc(C(=O)COC(=O)CNC(=O)c2ccccc2)c1C	-3	1.1	0.9	-9	7	1	3	1.1	3	0.9
CN(Cc1cccnc1)Cc1cn(Cc2ccccc2)nc1-c1ccc2c(c1)OCO2	-2	1	1	6	-4	1	1	1.1	10	1
CNc1cc(-n2nc(C)cc2-c2ccccc2)ncn1	-6	1.1	1	2	16	1.1	-9	1	2	0.8
Cc1ccc(-c2cc(C(=O)Nc3cnn(C(C)C)c3)no2)cc1	4	0.9	1	-7	-4	1	0	1.1	-3	1
O=C(NC1CCCCC1)C(c1cccs1)N(C(=O)Cc1c[nH]c2ccccc12)c1ccc(F)cc1 (stereo unspecified)	-1	1	0.7	-7	27	1	-1	0.8	7	0.7
Cc1ccccc1C(=O)NC(=S)NCCc1ccccc1	-1	1	0.9	-4	20	1	-5	0.9	1	0.8

Remaining list, next part
compound	TNAP inh hi DEA	FLuc stim CS	PMI act	HMGR II inh	Diaphorase inh	TNAP act hi DEA	TNAP inh no acc	PMI act satM6P	G6PDH CS	Diaph act CS
COC(=O)c1c(C(=O)OC)n(CCCN)c2ccc(C)cc12	-8	1.1	1	-10	16	1.1	-14	0.9	-12	0.8
CCN(C(=O)CSc1nc2cc(C(=O)OC)ccc2c(=O)n1Cc1ccco1)c1cccc(C)c1	-1	1	0.9	-8	34	1	-2	0.8	14	0.7
COC(=O)c1ccc(NC(=O)CN2CCN(S(=O)(=O)c3cc(Cl)ccc3OC)CC2)cc1	-4	1	0.9	4	31	1	-2	1	21	0.7
CCC(=O)N/C=C/n1cnc2cc(C(F)(F)F)ccc21	-3	1	1.1	1	0	1	-10	1.1	3	1
COc1ccc(-c2[nH]ncc2CN(Cc2nccn2C)C(C)C)cc1F	-5	1	0.9	.	16	1	-10	0.9	4	0.8
CCCCOC(=O)C1=C(C)Nc2ncnn2C1c1cc(OC)ccc1OC (stereo unspecified)	-2	1	1	-6	10	1	-6	1	-1	0.9
COc1ccc(OC)c(NC(=O)Cn2c(CCC(=O)O)ccc2-c2cccs2)c1	-2	1.1	0.9	-6	14	1	-8	1	12	0.9
O=C(NCCn1ccc2ccccc21)c1ccc(S(=O)(=O)N2CCOCC2)cc1	-2	1.1	1	-2	6	1	-12	1	-10	0.9

Compound activity as filed in PubChem BioAssay.
